# Assay outcomes from PubChem.
# NOD2-RIPK2 inh: NOD2-RIPK2 binding disruptors in cells, primary screen, fluorescence, CHO cells, BLA complementation | Receptor-interacting serine/threonine-protein kinase 2 (Homo sapiens), O43353 | CCF4 ratio | inhibition, % at 4.98 µM | actives 0.38% (n = 360,000) | AID 624267, 2012; in the data active = inhibition above about 21%;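 note: 0% = vehicle only and 100% = reference blocker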
# ABHD5 PLIN5 PPI: ABHD5-PLIN5 interaction inhibitors, primary screen, cell lysate, split luciferase complementation, luminescence | Split G. princeps luciferase complementation, 4 h | Perilipin-5 (Homo sapiens) + 1-acylglycerol-3-phosphate O-acyltransferase ABHD5 (Homo … | AID 602281, 2012 | inhibition, % at 4 µM | actives 0.78% (n = 360,000);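 active = inhibition above the mean inhibition across every tested compound plus 3 SD, cut at about 22% in these data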;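 note: 0% = DMSO only wells and the 100% control is not disclosed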
# MC4R antag cAMP: MC4R antagonists of cAMP signaling, primary screen, cell-based, TR-FRET, antagonist arm of biased-ligand search; MC4R-expressing cells, MTII-stimulated cAMP, LANCE TR-FRET; inhibition, % at 6.5 µM; actives 0.48% (n = 360,000); AID 540295, 2011;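 active = inhibition above its plate's cutoff, the mean of tested wells on that plate plus 3 SD, cut at about 29% in these data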;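 note: 0% = Melanotan II alone and 100% = Melanotan II plus saturating MCL0020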
#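 System – human MC4R-expressing U2OS cells · Also added – Melanotan II · Dosing – one concentration, 6.5 µM nominal · Timing – 30-min compound, 1-h challenge, 1-h detection, room temperature · Measured by – Eu-cAMP/anti-cAMP TR-FRET, emission 671 nm · Replicates – singlicate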
# SRC3 inh: SRC3 coactivator transcriptional activity inhibitors, primary screen, cell-based, luminescence. HEK293 GAL4-SRC3 luciferase reporter. inhibition, % at 3.6 µM. actives 0.17% (n = 360,000). AID 588352, 2011;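 active = inhibition above a per-campaign cutoff, the mean of all compounds plus 3 SD, cut at about 60% in these data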;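 note: 0% = DMSO-treated cells and 100% = gossypol-treated cells at 36 µM; higher means less SRC3-driven luciferase light from the GAL4 reporter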
# Target sequence (Q9Y6Q9 whole entry, looked up, the tested form may be a part): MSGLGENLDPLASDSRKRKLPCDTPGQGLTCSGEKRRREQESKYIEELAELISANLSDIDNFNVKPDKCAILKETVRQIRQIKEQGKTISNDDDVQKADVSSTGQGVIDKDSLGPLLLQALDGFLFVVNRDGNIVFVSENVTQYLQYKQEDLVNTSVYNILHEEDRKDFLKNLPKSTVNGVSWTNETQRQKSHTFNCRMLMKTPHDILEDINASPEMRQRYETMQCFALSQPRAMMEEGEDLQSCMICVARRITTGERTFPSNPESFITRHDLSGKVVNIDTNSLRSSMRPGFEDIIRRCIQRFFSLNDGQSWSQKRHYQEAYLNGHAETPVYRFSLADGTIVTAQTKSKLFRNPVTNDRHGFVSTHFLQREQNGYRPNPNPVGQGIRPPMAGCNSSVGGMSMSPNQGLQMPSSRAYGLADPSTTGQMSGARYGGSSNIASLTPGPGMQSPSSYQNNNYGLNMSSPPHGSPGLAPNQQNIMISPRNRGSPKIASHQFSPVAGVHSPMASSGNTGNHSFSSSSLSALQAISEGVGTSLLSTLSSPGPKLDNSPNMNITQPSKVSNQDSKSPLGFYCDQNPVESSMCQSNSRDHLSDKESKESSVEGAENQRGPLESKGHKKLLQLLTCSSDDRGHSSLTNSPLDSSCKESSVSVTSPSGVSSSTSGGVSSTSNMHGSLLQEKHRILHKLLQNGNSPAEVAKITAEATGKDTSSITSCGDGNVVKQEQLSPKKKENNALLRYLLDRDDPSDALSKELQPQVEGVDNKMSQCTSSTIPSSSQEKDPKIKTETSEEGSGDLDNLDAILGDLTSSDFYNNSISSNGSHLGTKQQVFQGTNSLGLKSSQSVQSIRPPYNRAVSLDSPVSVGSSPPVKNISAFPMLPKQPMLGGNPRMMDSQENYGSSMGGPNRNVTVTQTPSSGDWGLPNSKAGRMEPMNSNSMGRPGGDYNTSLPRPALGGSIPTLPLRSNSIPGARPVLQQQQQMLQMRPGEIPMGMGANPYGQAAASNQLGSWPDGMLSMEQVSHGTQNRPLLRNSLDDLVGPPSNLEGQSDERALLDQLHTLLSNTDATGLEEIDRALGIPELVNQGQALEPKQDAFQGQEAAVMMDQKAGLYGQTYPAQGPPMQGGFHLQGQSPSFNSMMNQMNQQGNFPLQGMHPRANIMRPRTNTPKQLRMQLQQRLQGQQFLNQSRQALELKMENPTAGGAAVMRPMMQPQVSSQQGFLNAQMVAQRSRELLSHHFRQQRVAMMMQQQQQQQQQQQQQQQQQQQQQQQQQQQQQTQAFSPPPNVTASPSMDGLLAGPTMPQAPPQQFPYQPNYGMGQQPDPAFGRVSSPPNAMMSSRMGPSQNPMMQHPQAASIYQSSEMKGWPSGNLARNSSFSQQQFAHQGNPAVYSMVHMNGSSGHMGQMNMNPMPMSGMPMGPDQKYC
# NR2F2 inh: NR2F2 transcriptional activity inhibitors, primary screen, cell-based, luciferase reporter, HEK293T, luminescence. HEK293T NGFI-A luciferase reporter. AID 686940, 2013. inhibition, % at 8.6 µM. COUP transcription factor 2 (Homo sapiens), P24468. actives 0.7% (n = 370,000);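 active = inhibition above a per-plate cutoff, mean inhibition of test wells between control levels plus 3 SD, cut at about 38% in these data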;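 note: cells cotransfected with COUP-TFII expression vector driving the NGFI-A reporter; 0% = median of COUP-TF2 test wells and 100% = reporter-only cells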
# MC4R ag barr: MC4R agonists recruiting beta-arrestin, primary screen, cell-based, luminescence, agonist arm of biased-ligand search. Melanocortin receptor 4 (Homo sapiens), P32245. U2OS MC4R beta-arrestin complementation; percent of melanotan II response, DMSO zero. activation, % at 8.9 µM. actives 0.98% (n = 360,000). AID 540308, 2011;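 active = activation above a per-plate cutoff, the mean activation of sample wells on that plate plus 3 SD, cut at about 8% in these data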
# NR5A2 inv ag: LRH-1 (NR5A2) inverse agonists, primary screen, cell-based, luminescence, HEK293T, StAR-luciferase reporter. Nuclear receptor subfamily 5 group A member 2 (Homo sapiens), O00482. LRH-1 transfected, 24 h. inhibition, % at 3.6 µM. actives 0.13% (n = 360,000);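 active = inhibition above the mean inhibition of all tested compounds plus 3 SD, cut at about 73% in these data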;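 note: 0% = DMSO wells and 100% = reporter-only cells lacking LRH-1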
# EBV LMP1 NFkB: EBV LMP1-driven NF-kappaB luciferase reporter inhibitors, primary screen, cell-based, luminescence, single point; LMP1-induced NF-kappaB luciferase reporter cells; inhibition, % at 12.5 µM; actives 0.69% (n = 350,000); in the data active = inhibition above about 41%;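 note: 0% = neutral control wells and 100% = reference inhibitor control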
# TLR9-MyD88 inh: inhibitors of TLR9-MyD88 association in cells, primary screen, cell-based, CHO, BLA complementation, fluorescence | Toll-like receptor 9 (Homo sapiens) + Myeloid differentiation primary response protein … | CCF4 FRET ratio | inhibition, % at 4.98 µM | actives 0.21% (n = 340,000);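 active = inhibition above the mean over all tested compounds plus 3 SD, cut at about 21% in these data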;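 note: 0% = DMSO only wells and 100% = clavulanate BLA inhibitor control wells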
# NCOA2 inhibitor: inhibition of GAL4-SRC2 driven luciferase reporter, primary screen, SRC2 inhibitor project, cell-based, luminescence; inhibition, % at 9 µM; HEK293 GAL4-SRC2 luciferase reporter; Nuclear receptor coactivator 2 (Homo sapiens), Q15596; actives 0.17% (n = 370,000); AID 651957, 2012;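 active = inhibition above the mean inhibition of all tested compounds plus 3 SD, set per campaign, cut at about 52% in these data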;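 note: 0% = DMSO treated cells and 100% = cells given Gossypol at 36 µM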
# NCOA1 inh: SRC1 coactivator transcriptional activity inhibitors, primary screen, cell-based, luminescence. Nuclear receptor coactivator 1 (Homo sapiens), Q15788. HEK293 GAL4-SRC1 luciferase reporter. inhibition, % at 3.6 µM. actives 0.12% (n = 360,000). AID 588354, 2011;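 active = inhibition above the campaign mean plus 3 SD, with each screening campaign given its own cutoff, cut at about 60% in these data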;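 note: 0% = DMSO treated cells and 100% = gossypol at 36 µM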
# An asterisk follows results filed as active; / = no result given. The list is partial; rates above refer to the full screens.
SMILES,NOD2-RIPK2 inh,ABHD5 PLIN5 PPI,MC4R antag cAMP,SRC3 inh,NR2F2 inh,MC4R ag barr,NR5A2 inv ag,EBV LMP1 NFkB,TLR9-MyD88 inh,NCOA2 inhibitor,NCOA1 inh
NNC(=O)C1CCN(S(=O)(=O)c2ccc(Cl)cc2)CC1,-10,-9,16,17,3,3.0,10,-7,-5,-15,-3
COc1ccc(Cl)cc1NC(=O)CCN1CCN(c2ccccc2C)CC1,-14,7,6,-47,3,-0.3,-1,9,-11,-24,6
CN(C)/C=N/C(=S)Nc1ccc(Cl)cc1Cl,-1,1,-2,-50,-9,-4.0,-25,-22,-1,-46,-49
CCc1nn(-c2cc(Oc3cccc4ccccc34)nc(-c3ccccc3)n2)c(N)c1C#N,2,0,-6,-7,16,-1.6,23,-73,0,-11,-12
CCCOc1ccc(C2C(C(=O)c3cc4ccccc4o3)=C(O)C(=O)N2c2cc(C)on2)cc1OC (stereo not given),9,-14,25,5,-6,-3.7,16,-5,-3,0,-33
S=c1[nH]nc(-c2cc(-c3ccccc3)n[nH]2)n1/N=C/c1cccc(Cl)c1,-12,-5,5,1,-9,1.9,8,0,-1,-13,-13
CC1Cc2cc(/C(O)=C3/C(=O)C(=O)N(CCCn4ccnc4)C3c3ccc(Br)cc3)ccc2O1 (stereo not given),3,-3,8,-5,1,-4.2,21,-5,2,6,-33
CCOC(=O)C1=C(COC(=O)c2ccc(OC)c(S(=O)(=O)N3CCOCC3)c2)NC(=O)NC1C (stereo not given),-5,-1,-9,-3,-32,-1.2,-5,-2,-1,6,4
CN(C)c1nc(NC(C)(C)C)nc(SCC(=O)Nc2ccccc2)n1,4,-9,4,10,13,-1.1,9,10,7,20,-8
COC(=O)c1cccc(NC(=O)CSc2nnc(C)n2C)c1,-10,4,18,17,-7,0.0,0,-3,5,-20,10
O=C(Cn1nc(-c2ccc(Cl)cc2)c2ccccc2c1=O)Nc1cccnc1,17,8,2,-15,3,1.9,-1,-4,5,-5,6
CCOc1ccc(-c2nc3n(c(=O)c2C#N)CCCS3)cc1,7,3,3,-3,9,-0.9,-15,13,0,-18,-10
COc1ccc2cc(CN(Cc3cccs3)Cc3nnnn3Cc3ccccc3)c(=O)[nH]c2c1,8,-3,5,-8,1,-3.6,-6,12,4,-12,-28
Cc1ccc(-n2c(C)c(C)c3c(NCCN(C)C)ncnc32)cc1,0,9,6,-3,-21,0.3,7,-7,-4,-5,-19
O=C1CC(c2ccco2)CC(O)=C1C=NCC1NCCc2ccccc21 (stereo not given),4,5,13,-2,-10,0.5,-7,8,-2,5,0
CC(C)c1ccc(Nc2cnn(C34CC5CC(CC(CC(=O)O)(C5)C3)C4)c(=O)c2Cl)cc1,2,2,0,11,24,-0.9,12,1,3,-25,4
CNC(=O)c1c(C)noc1C,4,1,13,-5,-2,0.6,-5,0,-6,-21,1
O=C(Nc1cccc2cccnc12)c1ccc2sc([C@H]3C[C@H](O)[C@@H](CO)O3)nc2c1,0,7,10,-26,-8,0.6,-33,/,/,-7,-1
CCOC(=O)Nc1cccc(NC(=O)c2cc(OC)cc(OC)c2)c1,-7,5,8,20,-23,0.2,21,10,-12,17,9
O=C(c1cccc(S(=O)(=O)N2CCN(c3ccccc3)CC2)c1)N1CCCCCCC1,-5,-2,0,0,6,-3.0,7,3,1,2,3
O=C(NCCN1CCN(C(=O)c2cccc(Br)c2)CC1)C(=O)NCc1ccccc1,-2,0,3,-1,13,-1.6,2,1,-9,-5,0
CC(=O)Nc1ccc(NC(=O)c2sc3nc4c(c(-c5ccc(C)cc5)c3c2N)CCC4)cc1,8,-8,1,7,/,12*,14,3,-4,/,-9
COC(=O)c1ccc(Nc2cc(C)nc3ncnn23)cc1,-2,1,5,9,-5,-1.1,11,10,-6,0,-13
CCCCCN(C(=O)CCC(=O)OCC(=O)N(CC#N)c1ccccc1)c1c(N)n(CCCC)c(=O)[nH]c1=O,-9,-6,-2,3,11,-2.6,-3,-2,-11,0,32
CCC(C(=O)OC)n1cnc2c(nnn2-c2cccc(Cl)c2)c1=O (stereo not given),-12,-9,18,4,19,-0.2,-20,-1,-10,12,-31
Cc1ccc(Nc2nc(N)c([N+](=O)[O-])c(NCCO)n2)cc1,-2,-10,2,-2,15,1.1,-5,/,/,-11,-69
CCCCC(=O)Nc1cc([N+](=O)[O-])ccc1Cl,1,-2,14,-1,11,-1.8,-7,2,-2,5,-12
O=C(NCc1cccnc1)C1CC(c2cccc(Br)c2)=NO1 (stereo not given),0,-11,-8,-16,5,-1.0,2,0,-12,-14,-9
CN(Cc1ccccc1)C(=O)CN1C(=O)NC2(CCCC2)C1=O,-3,-3,-1,-1,4,-2.0,2,0,-2,15,-5
CCC1CCCCN1c1cc(C)nc2cc(-c3cccc(C)c3)nn12 (stereo not given),-8,0,5,12,0,0.1,-13,-1,-3,1,19
COC(=O)CSc1nc2c(c(-c3ccc(O)cc3)c1C#N)CCCC2,-9,2,4,-11,-2,0.6,7,-3,3,-13,-35
CCOC(=O)/C=C/[C@H]1CC2(CCO1)SCCCS2,-4,4,1,-48,-25,-1.2,-35,-3,-3,-2,-46
CC1CN(c2cc3nccnc3cc2F)CC(C)O1 (stereo not given),5,7,-4,15,/,2.6,7,0,-10,/,-15
O=C(COC(=O)CNC(=O)c1ccccc1F)Nc1ccc(Cl)cn1,-3,-1,23,-19,10,-2.2,4,-4,0,-1,3
CCSc1nc2sc3c(c2c(=O)n1C1CCCCC1)CCN(C)C3,6,-1,2,-15,6,-1.4,-10,-1,7,-25,2
N=C(N)SCc1nc2ccccn2c1Br,-3,3,0,21,7,-0.3,28,-35,10,2,14

# For convenience, nine of the compounds above:
SMILES,NOD2-RIPK2 inh,ABHD5 PLIN5 PPI,MC4R antag cAMP,SRC3 inh,NR2F2 inh,MC4R ag barr,NR5A2 inv ag,EBV LMP1 NFkB,TLR9-MyD88 inh,NCOA2 inhibitor,NCOA1 inh
CCC(C(=O)OC)n1cnc2c(nnn2-c2cccc(Cl)c2)c1=O (stereo not given),-12,-9,18,4,19,-0.2,-20,-1,-10,12,-31
Cc1ccc(Nc2nc(N)c([N+](=O)[O-])c(NCCO)n2)cc1,-2,-10,2,-2,15,1.1,-5,/,/,-11,-69
CCCCC(=O)Nc1cc([N+](=O)[O-])ccc1Cl,1,-2,14,-1,11,-1.8,-7,2,-2,5,-12
O=C(NCc1cccnc1)C1CC(c2cccc(Br)c2)=NO1 (stereo not given),0,-11,-8,-16,5,-1.0,2,0,-12,-14,-9
CN(Cc1ccccc1)C(=O)CN1C(=O)NC2(CCCC2)C1=O,-3,-3,-1,-1,4,-2.0,2,0,-2,15,-5
CCC1CCCCN1c1cc(C)nc2cc(-c3cccc(C)c3)nn12 (stereo not given),-8,0,5,12,0,0.1,-13,-1,-3,1,19
COC(=O)CSc1nc2c(c(-c3ccc(O)cc3)c1C#N)CCCC2,-9,2,4,-11,-2,0.6,7,-3,3,-13,-35
CCOC(=O)/C=C/[C@H]1CC2(CCO1)SCCCS2,-4,4,1,-48,-25,-1.2,-35,-3,-3,-2,-46
CC1CN(c2cc3nccnc3cc2F)CC(C)O1 (stereo not given),5,7,-4,15,/,2.6,7,0,-10,/,-15

# (cont.)
SMILES,NOD2-RIPK2 inh,ABHD5 PLIN5 PPI,MC4R antag cAMP,SRC3 inh,NR2F2 inh,MC4R ag barr,NR5A2 inv ag,EBV LMP1 NFkB,TLR9-MyD88 inh,NCOA2 inhibitor,NCOA1 inh
CCCNC(=O)Cn1cccc1C(=O)c1ccccc1,-4,11,2,10,2,1.8,-4,-1,-5,1,0
Cc1ccccc1C(=O)NNC(=O)C1CCCN(c2ncccn2)C1 (stereo not given),-10,-5,15,19,8,0.2,10,-3,-1,-5,12
N#Cc1ccc(-c2csc(NC(=O)c3ccc(N4C(=O)CCC4=O)cc3)n2)cc1,-2,-2,13,0,-2,-0.4,7,7,3,20,11
Cc1ccc(CNC(=O)CSc2nc3c(sc4ccccc43)c(=O)n2CCCN2CCCC2)cc1,5,3,-3,4,-2,-1.1,2,-10,3,-31,-18
OC(c1ccccc1)(c1nc(-c2cccc3cccnc23)cs1)C(F)(F)F (stereo not given),-7,-4,6,-19,-6,5.3,-3,/,/,-35,2
CCN(CC)CCNC(=O)c1[nH]c2ccc(OCc3ccccc3)cc2c1C,5,12,5,-2,-4,-0.6,1,-5,1,13,-5
Cc1c([N+](=O)[O-])cc(N2C(=O)C=CC2=O)cc1[N+](=O)[O-],-5,0,23,-9,/,-0.2,6,6,-11,/,5
CCOc1c(OC(C)=O)ccc(/C=C/c2ccc3cccc(OC(C)=O)c3n2)c1[N+](=O)[O-],2,-4,3,-51,/,-0.7,-19,-24,-4,/,-44
O=C(Nc1cccc2c1CCCC2)c1ccncc1,-17,10,-9,14,-8,5.5,1,-18,8,-17,17
O=c1ccc2cc3c(-c4ccccc4)coc3cc2o1,1,-6,-1,5,7,-0.8,1,2,7,-32,-8
O=C(COC(=O)Cc1ccc(Br)cc1)NC1CC1,-6,-4,-5,-6,10,1.1,-26,-5,0,4,-3
